Bioassay records: PubChem, National Center for Advancing Translational Sciences (NCATS)
Pf growth 96h: inhibits malaria parasite growth, 96 h; 6.9% of 320,000 active; P. falciparum luciferase reporter growth, 96 h; Potency, µM (doses to about 28.7 µM), inactives show top-dose activity change, negative = inhibition, most hits filed as inhibitors; further: potency means the concentration at half of the fitted maximal effect; on the % scale 0 is the no-effect control and ±100 the full control effect
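Infected RBCs, 2% Hct / 0.05% parasitemia final; luciferase-reporter P. falciparum; cpd 96 h, 37 C, 5% CO2; luciferase detection reagent; luminescence.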
CHX counter: counter-screen hit for Shiga toxin inhibitors, cycloheximide; cell reporter, cycloheximide protein synthesis inhibition counterscreen; max response, %; 12% of 300,000 active; in the data active means max response mostly above about 13%, no sharp cut-off; inactive means mostly below about 14%; further: read at 38.3 µM for the half of the compounds with a filed dose; 0% is about no effect
Shiga toxin inh: blocks Shiga toxin action in Vero cells; Vero cells, Shiga toxin protein synthesis inhibition reporter; inhibition, % at 38.7 µM; 9.2% of 290,000 active; AID 2315; in the data active means inhibition mostly above about 28%, no sharp cut-off; inactive means mostly below about 43%; further: 0% is about no effect
Pf growth 48h: P. falciparum growth inhibition at 48 hours (one generation). AID 504832. 5.9% of 310,000 active. Potency, µM (titrated, usually from 28.7 µM), for the others: top-dose activity change, negative = inhibition, most hits filed as inhibitors. P. falciparum luciferase growth in erythrocytes, 48 h; further: potency means the concentration at half of the fitted maximal effect; on the % scale 0 is the no-effect control and ±100 the full control effect
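In quantitative HTS format, infected erythrocytes bearing luciferase-reporter parasites were treated for a single generation at 37 C. Luminescence after adding detection reagent served as the growth measure.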
LmPK inh: LmPK (Leishmania mexicana) enzyme inhibition | Q27686 | purified LmPK, Kinase-Glo ATP luminescence, 1 h | Potency, µM (series often up to 57.5 µM), for the others: at the top dose activity change, negative = inhibition, hits mostly inhibitors | 0.37% of 290,000 active | AID 1721; further: potency means the concentration at half of the fitted maximal effect; on the % scale 0 is the no-effect control and ±100 the full control effect
Target sequence (Q27686 whole entry, looked up): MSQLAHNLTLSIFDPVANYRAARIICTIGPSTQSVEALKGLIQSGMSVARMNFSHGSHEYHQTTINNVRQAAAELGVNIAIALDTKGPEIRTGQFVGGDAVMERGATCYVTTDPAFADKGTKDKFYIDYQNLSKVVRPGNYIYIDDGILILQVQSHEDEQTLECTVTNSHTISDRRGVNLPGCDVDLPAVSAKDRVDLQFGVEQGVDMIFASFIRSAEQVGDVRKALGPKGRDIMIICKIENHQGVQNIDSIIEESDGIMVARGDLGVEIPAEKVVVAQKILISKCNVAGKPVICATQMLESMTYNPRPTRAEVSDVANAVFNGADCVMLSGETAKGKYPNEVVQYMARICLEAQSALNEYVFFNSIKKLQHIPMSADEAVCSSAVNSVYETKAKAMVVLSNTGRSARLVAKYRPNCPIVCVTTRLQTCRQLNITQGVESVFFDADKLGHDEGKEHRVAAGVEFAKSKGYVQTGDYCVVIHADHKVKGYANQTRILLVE
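Kinase-Glo luminescence read after 1 h RT reaction of 0.1 nM LmPK with 0.5 mM PEP and 0.1 mM ADP. Activity scaled between uninhibited and enzyme-free controls.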
HCV inh: blocks hepatitis C virus | Huh7.5.1 HCVcc-Cre infection, luciferase reporter, 44 h | Potency, µM (highest dose often 41.8 µM), without a hit: at the highest dose activity change, negative = inhibition, actives largely listed as inhibitors | 3.4% of 340,000 active; further: potency means the concentration at half of the fitted maximal effect; on the % scale 0 is the no-effect control and ±100 the full control effect
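Cells seeded at 1,000/well and cultured 4 h, then compounds added followed by HCVcc-Cre virus (~0.5 moi). After 44 h further culture, luciferase substrate was added, plates held 15 min at room temperature, and luminescence read for 15 sec.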
Tb PYK inh: blocks Trypanosoma brucei pyruvate kinase | Potency, µM (doses to about 76.8 µM), without a hit: at the top dose activity, negative = inhibition, usual class: inhibitors | 0.12% of 410,000 active | TbPYK enzyme, Kinase-Glo Plus ATP luminescence, 45 min | AID 624173; further: potency means the concentration at half of the fitted maximal effect; on the % scale 0 is the no-effect control and ±100 the full control effect; nearly all actives have a fitted effect of over 50% in size
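TbPYK + substrate in 50 mM TEA pH 7.2, 100 mM KCl, 10 mM MgCl2, 0.05% BSA, 0.01% Tween-20; cpd pinned; ADP 130 uM final; 45 min RT; Kinase-Glo Plus 10 min; luminescence endpoint.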
* hit, by the source's call; ? = inconclusive; / = no result given; & = joins results of further samples; [ ] = remark or other dose. Unless noted, the call rests on the fitted dose curve; in most records, active means well fitted curve in the direction sought with a large enough effect; inconclusive means small, poorly fitted or top-dose-only effect, or another doubt; inactive means no such curve, though single readings can be large; an effect the other way counts as inactive or inconclusive.

SMILES	Pf growth 96h	CHX counter	Shiga toxin inh	Pf growth 48h	LmPK inh	HCV inh	Tb PYK inh
CCOC(=O)N1CCN(C(=O)/C(=C/c2ccc(N(C)C)cc2)NC(=O)c2ccccc2)CC1	?	/	/	?	/	-14%	-7%
CCOc1ncccc1C(=O)OCC(=O)c1cc(OC)c(OC)c(OC)c1	3%	-5	-7	-2%	0%	-11%	-5%
COC(=O)C1=C(c2ccc(Cl)c(C(F)(F)F)c2)C[C@@H]2CC[C@H]1N2C(=O)NCCO	-7%	/	/	?	/	17%	1%
CCC(=O)OCCCCCCOc1ccc(C(=O)O)cc1	30%	1	-5	-9%	0%	2%	-11%
COc1ccc(NC2=CC(=O)CC(c3ccccc3)C2)cc1 (stereo unspecified)	19%	22*	-8	?	-1%	0%	-4%
CSCCC(NC(=O)c1ccccc1Cl)C(=O)NCC(c1cccs1)N(C)C (stereo unspecified)	13%	/	/	?	/	-3%	-13%
O=C(N/N=C/c1ccoc1)c1cc(O)cc(O)c1	?	11	-28	22%	-5%	26%	-8%
CC(C)Oc1ccc2c3c(c(=O)oc2c1)CCC3	?	17	59	15%	4%	?	-1%
O=C(CN1C(=O)c2cccc3cccc(c23)C1=O)N1CCCCCC1	21%	-3	-11	-9%	-3%	-20%	-6%
Oc1ccc(-c2ccccc2)cc1CN1CCCCCC1	?	-3	2	0.66µM*	0%	-10%	-13%
O=C1CCN(CCc2ccccc2)CCN1CCSc1ccccc1	107%[activator]	23*	27	7%	-6%	15%	0%
O=C(N/N=C/c1ccc(COc2ccc(Br)cc2)o1)c1ccc2c(c1)OCO2	-2%	15*	26	2%	-1%	?	5%
Cc1cccc(NC(=O)CSc2nncn2-c2ccccn2)c1	102%[activator]	14	17	22%	-9%	?	-3%
CC(=O)/C(=C\Nc1ccc(OCc2ccccc2)cc1)c1ccccc1	-7%	12	12	-12%	0%	-11%	-8%
O=C(Nc1ccccc1)c1ccc(-n2cnnn2)cc1	-10%	15*	23*	44%[activator]	-10%	-9%	0%
COc1ccc(OC)c(NC(=O)C2C3CCC(C3=C(C)C)C2C(=O)O)c1 (stereo unspecified)	-4%	-2	10	12%	1%	?	8%
Cc1cc(=S)[nH]c(=S)[nH]1	44%[activator]	-2	-13	32%[activator]	2%	5%	-14%
CCc1ccc(NC(=O)C(C)Sc2nnc(CN3CCCC3)o2)cc1 (stereo unspecified)	-1%	/	/	1%	/	6%	-5%
Cc1cc(/C=C(/C#N)c2nc3ccccc3[nH]2)c(C)n1-c1ccccc1C(=O)O	19%	4	-8	8.3µM*	0%	16%	-2%
CN1N=C(C(=O)NC2CCCc3c2cnn3-c2ccc(F)cc2F)CCC1=O (stereo unspecified)	-23%	1	15	-5%	-2%	?	-8%
COC(=O)c1c(C)[nH]c(C(=O)/C=C/c2ccc(C)cc2)c1C	191%[activator]	1	25	?	-3%	-25%	1%
O=C1/C(=C/c2cccc(F)c2)CSc2sccc21	?	-1	5	-22%	4%	-16%	-4%
CC(=O)c1c(C)[nH]c(-c2ccccc2)nc1=S	-29%	6	5	?	-9%	11%	-30%
Cc1cc(=O)oc2c3c(cc(OCC(=O)NCCCn4ccnc4)c12)OC(C)(C)CC3	?	4	9	?	-9%	?	-12%

A run of entries from further up:
SMILES	Pf growth 96h	CHX counter	Shiga toxin inh	Pf growth 48h	LmPK inh	HCV inh	Tb PYK inh
Cc1cccc(NC(=O)CSc2nncn2-c2ccccn2)c1	102%[activator]	14	17	22%	-9%	?	-3%
CC(=O)/C(=C\Nc1ccc(OCc2ccccc2)cc1)c1ccccc1	-7%	12	12	-12%	0%	-11%	-8%
O=C(Nc1ccccc1)c1ccc(-n2cnnn2)cc1	-10%	15*	23*	44%[activator]	-10%	-9%	0%
COc1ccc(OC)c(NC(=O)C2C3CCC(C3=C(C)C)C2C(=O)O)c1 (stereo unspecified)	-4%	-2	10	12%	1%	?	8%
Cc1cc(=S)[nH]c(=S)[nH]1	44%[activator]	-2	-13	32%[activator]	2%	5%	-14%
CCc1ccc(NC(=O)C(C)Sc2nnc(CN3CCCC3)o2)cc1 (stereo unspecified)	-1%	/	/	1%	/	6%	-5%

(next part)
SMILES	Pf growth 96h	CHX counter	Shiga toxin inh	Pf growth 48h	LmPK inh	HCV inh	Tb PYK inh
CC(C)C(=O)Nc1nnc(SCC(=O)N2C(C)CCCC2C)s1 (stereo unspecified)	15%	1	-4	?	-3%	-6%	-8%
CC(C)(C)NC(=O)c1cccc2c1-c1ccccc1C2=O	40%[activator]	-2	-3	3%	-10%	-10%	-1%
COC(=O)COc1ccc2c(c1)O/C(=C\c1ccco1)C2=O	31%[activator]	29*	38*	-19%	-5%	30%[activator]	-9%
Cc1ccc(Nc2cc(C)nc3ccc(C)cc23)cc1	0.042µM*	3	-9	-105%	-6%	?	4%
CCCN(CC(=O)Nc1ccccc1C)C(=O)c1ccc(C)c(S(=O)(=O)N2CCCCC2)c1	?	/	/	?	/	?	3%
CC(C)n1c(N2CCN(CC(=O)Nc3ccc4c(c3)OCCO4)CC2)nc2ccccc21	5.9µM*	-2	15	?	-3%	?	-2%
Clc1ccc2[nH]cc(-c3nnnn3-c3ccc4ccccc4c3)c2c1	?	-3	-9	?	12%	?	-15%
O=C(c1cccc(S(=O)(=O)Nc2cccc(C(F)(F)F)c2)c1)N1CCCCC1	18%	0	-7	5%	7%	20%	-7%
CCc1noc(C)c1C(=O)N1CCN(S(=O)(=O)c2ccc(C(C)=O)cc2)CC1	2%	/	/	1%	/	-15%	-7%
Cc1ccc(NC(=O)/C(=C\c2cccs2)NC(=O)c2ccccc2)cc1	7.4µM*	-2	-1	?	1%	3%	3%
O=C(NCc1ccco1)c1nc2c(nnn2Cc2ccccc2Cl)c(=O)[nH]1	0%	-5	-10	9.3µM*	5%	?	13%
Cc1cnc([N+](=O)[O-])n1CCOC(=O)NC(=O)c1ccccc1	?	-1	-1	-17%	-3%	13%	3%

Three entries from above in another layout:
CC(C)(C)NC(=O)c1cccc2c1-c1ccccc1C2=O
  Pf growth 96h: 40%[activator] | CHX counter: -2 | Shiga toxin inh: -3 | Pf growth 48h: 3% | LmPK inh: -10% | HCV inh: -10% | Tb PYK inh: -1%

COC(=O)COc1ccc2c(c1)O/C(=C\c1ccco1)C2=O
  Pf growth 96h: 31%[activator] | CHX counter: 29* | Shiga toxin inh: 38* | Pf growth 48h: -19% | LmPK inh: -5% | HCV inh: 30%[activator] | Tb PYK inh: -9%

Cc1ccc(Nc2cc(C)nc3ccc(C)cc23)cc1
  Pf growth 96h: 0.042µM* | CHX counter: 3 | Shiga toxin inh: -9 | Pf growth 48h: -105% | LmPK inh: -6% | HCV inh: ? | Tb PYK inh: 4%

Next section
SMILES	Pf growth 96h	CHX counter	Shiga toxin inh	Pf growth 48h	LmPK inh	HCV inh	Tb PYK inh
O=C(Nc1nc2c(F)cc(F)cc2s1)C1CC1	83%[activator]	44*	85*	86%[activator]	1%	?	4%
O=C(c1ccccc1)n1c(=S)nc2ccccn21	5%[5.75 µM]	52*	97*	227%[activator]	4.5µM*	-23%	?
CN(Cc1ccccc1)C(=O)c1[nH]cnc1C(=O)NCC(=O)OCc1ccccc1	80%[activator]	-1	-3	27%	4%	7%	0%
CCOC(=O)CCC(=O)N1CCOCCOCCOCC1	0%	7	-19	/	4%	17%	-2%
CCOC(=O)C1=C(C)NC(=S)NC1c1ccc(OCC(=O)N2CCCCCC2)c(OC)c1 (stereo unspecified)	?	1	-10	0%	2%	-3%	-7%
CCCC(=O)N(CCN(Cc1ccccc1)C(=O)CCC)Cc1ccccc1	?	-2	-12	?	1%	2%	-6%
Cc1ccsc1/C=C(\C#N)C(=O)NCc1cccnc1	39%	-1	-11	11%	-3%	7%	15%
COC(=O)C1=C(c2ccc3ccccc3c2)C[C@@H]2CC[C@H]1N2C	10%	/	/	?	/	1%	4%
COC(=O)[C@H](Cc1ccccc1)NC(=O)N1CCN(c2ccccc2)CC1	2%	2	15	-12%	-4%	-21%	2%
CCn1c(=O)cc(SCC(=O)NCc2ccc3c(c2)OCO3)c2ccccc21	0%	2	1	5%	-3%	?	-15%
CCc1nn(CC(=O)N2CCN(c3ccc(F)cc3)CC2)c(=O)c2cc3occc3n12	2%	-9	-4	9%	-11%	?	-2%
Cc1ccc(S(=O)(=O)N2CCN(C(=O)c3cc4c(C)nn(-c5ccccc5C)c4s3)CC2)cc1	3.3µM*	-4	-12	4.7µM*	0%	?	4%
N#Cc1ccc(-c2ccc(OCC(O)CN3CCOCC3)cc2)cc1 (stereo unspecified)	12%	10	3	-5%	-1%	-29%	5%
Cn1cc(C(=O)N2CCN(c3ccccc3)CC2)c(=O)c2cc(S(=O)(=O)N3CCCC3)ccc21	?	-1	-1	7%	-1%	0%	4%&2%
O=C1CN(C(=O)CN2CCOCC2)C(c2ccccc2)c2cc(Br)ccc2N1 (stereo unspecified)	?	-2	-1	/	4%	12%	-4%
COc1ccc(N(C(=O)C2CCCCC2)S(=O)(=O)c2cccc3cccnc23)cc1	-1%	0	24	?	2%	?	-5%
Cc1ccc(C(=O)N(c2ccccn2)C(C)c2ccco2)cc1C (stereo unspecified)	?	18*	0	/	-7%	4%	1%
CCOC(=O)C1C(=O)OC(C)(C)C1C(C)C(=O)c1ccc(C)cc1 (stereo unspecified)	/	10	-10	-1%	17%	6%	-16%
O=C(C1=C[C@H](C2CCCCC2)C[C@H](OCCCCO)O1)N1CCN(Cc2ccccc2)CC1	?	-3	-4	?	11%	-1%	7%
Cc1ccc(CNC(=O)C(C)OC(=O)c2cccs2)cc1 (stereo unspecified)	?	2	-23	11%	-3%	14%	2%
Cc1ccc(NC2=Nc3ccccc3N3C2=Nc2c(c(C)nn2-c2ccccc2)C3c2ccc(O)c(O)c2)cc1 (stereo unspecified)	?	-2	-8	?	1%	-72%	5%

Reprinted at random: two records from the list.
SMILES	Pf growth 96h	CHX counter	Shiga toxin inh	Pf growth 48h	LmPK inh	HCV inh	Tb PYK inh
O=C(C1=C[C@H](C2CCCCC2)C[C@H](OCCCCO)O1)N1CCN(Cc2ccccc2)CC1	?	-3	-4	?	11%	-1%	7%
O=C1CN(C(=O)CN2CCOCC2)C(c2ccccc2)c2cc(Br)ccc2N1 (stereo unspecified)	?	-2	-1	/	4%	12%	-4%
